Compound activity: PubChem BioAssay, several laboratories
hgDAF-12 ag – hgDAF-12 agonism, primary luciferase screen. HEK293 GAL4-hgDAF12 UAS-luciferase reporter, agonist luminescence; normalized to butyrate control. activation, % at 6.8 µM. hit rate 1.8% among 370,000. AID 687014;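 active = activation above a cutoff set at the mean of all screened compounds plus 3 SD, cut at about 10% in these data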;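 also: 0% = DMSO wells and 100% = sodium butyrate wells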
KLK7 zymogen act – activates the human kallikrein-7 zymogen. AID 652039. purified proKLK7, EDANS-DABCYL substrate fluorescence; 100% is mature enzyme control, 0% vehicle. hit rate 0.9% among 370,000. activation, % at 7 µM;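 active = activation above the mean of all tested compounds plus 3 SD, computed per campaign excluding outliers beyond control limits, cut at about 13% in these data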
DAX1 inh-1 – NR0B1 (DAX1) inhibition; AID 504766; hit rate 0.99% among 340,000; HEK293 Gal4-DAX1 luciferase reporter, luminescence; inhibition, % at 6.75 µM; P51843;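 active = inhibition above the mean over all tested compounds plus 3 SD, cut at about 4.2% in these data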;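 also: 0% = DAX1-transfected cells with DMSO and 100% = empty-vector control cells with DMSO; inhibition shows as a rise in luminescence from relieved DAX1 repression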
NPR1 activator – GC-A (human) enzyme activation | P16066 | HEK293 GC-A cells, cGMP TR-FRET, EC30 ANP; 0% at EC30 ANP, 100% saturating ANP | activation, % at 10 µM | hit rate 0.14% among 370,000 | AID 1671463; in the data active = activation above about 40%
Target sequence (P16066 whole entry, looked up): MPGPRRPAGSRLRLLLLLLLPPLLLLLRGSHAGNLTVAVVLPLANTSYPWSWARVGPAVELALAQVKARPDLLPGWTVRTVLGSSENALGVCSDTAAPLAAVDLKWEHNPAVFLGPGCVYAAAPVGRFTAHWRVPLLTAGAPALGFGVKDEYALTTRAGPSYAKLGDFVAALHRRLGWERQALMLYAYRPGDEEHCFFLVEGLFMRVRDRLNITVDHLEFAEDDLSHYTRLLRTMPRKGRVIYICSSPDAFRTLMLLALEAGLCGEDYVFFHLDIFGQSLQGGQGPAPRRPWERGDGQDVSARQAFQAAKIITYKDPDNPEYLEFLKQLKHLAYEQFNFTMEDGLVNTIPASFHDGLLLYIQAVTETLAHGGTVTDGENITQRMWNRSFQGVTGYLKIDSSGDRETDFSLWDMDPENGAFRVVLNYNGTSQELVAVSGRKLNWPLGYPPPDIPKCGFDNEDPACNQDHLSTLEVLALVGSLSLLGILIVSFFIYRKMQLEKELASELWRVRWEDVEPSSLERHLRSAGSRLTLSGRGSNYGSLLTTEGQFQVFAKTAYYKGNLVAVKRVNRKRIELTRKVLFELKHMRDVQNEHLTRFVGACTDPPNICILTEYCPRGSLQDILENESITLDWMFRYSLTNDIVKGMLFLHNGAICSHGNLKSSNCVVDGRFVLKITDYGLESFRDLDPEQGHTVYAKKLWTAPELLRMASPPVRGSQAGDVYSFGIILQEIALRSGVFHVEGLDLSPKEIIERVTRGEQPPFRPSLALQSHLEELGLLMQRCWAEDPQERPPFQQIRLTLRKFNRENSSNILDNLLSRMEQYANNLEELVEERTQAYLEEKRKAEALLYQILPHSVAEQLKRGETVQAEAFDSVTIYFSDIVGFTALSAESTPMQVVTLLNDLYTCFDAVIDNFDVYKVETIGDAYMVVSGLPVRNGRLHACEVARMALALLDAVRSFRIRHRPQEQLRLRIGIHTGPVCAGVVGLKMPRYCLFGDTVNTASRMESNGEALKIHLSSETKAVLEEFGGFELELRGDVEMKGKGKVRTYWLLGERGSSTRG
ssDAF-12 act – activators of S. stercoralis DAF-12 nuclear receptor; hit rate 1% among 370,000; HEK293 ssDAF-12/GRIP1 lit1-tk-luc reporter, luminescence; % of 3 µM dafachronic acid response; activation, % at 6.8 µM;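 active = activation above the mean over all tested compounds plus 3 SD, cut at about 0.9% in these data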;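 also: 0% = DMSO-only wells and 100% = 3 µM delta7-dafachronic acid wells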
SMARCA2 activ – increases SMARCA2 function in MMTV reporter cells. MG213 cells, MMTV-luciferase reporter, dexamethasone, overnight. activation, % at 9.1 µM. hit rate 1% among 370,000. AID 652017; in the data active = activation above about 7.8%;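 also: 0% = vehicle wells and 100% = reference activator wells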
DAX1 inh-2 – inhibitors of DAX1 repression of SF-1 activated StAR promoter; AID 652010; hit rate 1.1% among 370,000; inhibition, % at 6.8 µM; HEK293T StAR-luciferase reporter, SF-1/DAX-1 repression relief;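 active = inhibition above the mean over all tested compounds plus 3 SD, cut at about 3.6% in these data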;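 also: 0% = DAX-1 cells with DMSO and 100% = cells lacking DAX-1 with DMSO; higher inhibition means more luminescence from relief of DAX-1 repression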
FXN GAA850 act – frataxin GAA850 promoter activation; HEK293 lucGAA850 FXN promoter luciferase reporter, 24 h; percent of 10 µM SAHA response; activation, % at 6 µM; hit rate 0.56% among 360,000; AID 540364;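 active = activation above the average of all compounds screened plus 3 SD, cutoff fixed separately per campaign, cut at about 7.5% in these data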;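 also: 0% = DMSO wells and 100% = 10 µM SAHA wells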
hcDAF12 agonist – activators of H. contortus DAF-12 nuclear receptor; activation, % at 6.8 µM; HEK293 hcDAF-12 lit1-tk-luc reporter, luminescence; 0% DMSO, 100% Δ7-dafachronic acid; hit rate 1.4% among 370,000; AID 652067;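 active = activation above the mean of all tested compounds plus 3 SD, cut at about 5.5% in these data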;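 also: 100% = response to 3 µM Δ7-dafachronic acid high control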
GC-B act – GC-B (human) receptor activation. HEK293-GC-B cells, CNP EC30, cGMP TR-FRET; 0% at EC30 CNP, 100% saturating CNP. P20594. hit rate 0.11% among 370,000. activation, % at 10 µM. AID 1920062;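 active = activation at 10 µM reaching about 35% in either raw or pattern-adjusted values, limit read from the data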
sPLA2-III inh – Inhibits HGIII-sPLA2 liposome hydrolysis, primary screen; Q9NZ20; QFRET BODIPY PC-A2 liposome hydrolysis, fluorescence; inhibition, % at 12.2 µM; hit rate 0.56% among 370,000;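 active = inhibition above mean plus 3 SD of compounds lying within the high and low control bounds, cut at about 19% in these data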;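 also: 0% = median of test compound wells and 100% = no enzyme DMSO wells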
Starred values were filed as active, the others as inactive; nt = no result given.

Order of values – hgDAF-12 ag | KLK7 zymogen act | DAX1 inh-1 | NPR1 activator | ssDAF-12 act | SMARCA2 activ | DAX1 inh-2 | FXN GAA850 act | hcDAF12 agonist | GC-B act | sPLA2-III inh
CC1CCCCC1NC(=O)COc1ccccc1C#N (stereo unspecified)
    6.4 | 0.3 | 0.5 | 4.2 | -0.9 | -1.7 | 1.4 | 0.8 | 0.1 | 3.7 | 2.4
CCOC(=O)CC(=O)CSc1ccc2nnc(-c3ccccc3)n2n1
    -0.8 | 2.3 | -0.7 | 2.9 | -0.7 | 3.0 | 0.3 | 0.1 | -1.4 | -6.0 | -13.3
COc1ccc(-c2noc(C3CCCN(C(=O)c4ccccc4C)C3)n2)cc1 (stereo unspecified)
    -4.1 | -0.1 | -1.8 | -1.8 | -2.3 | -2.7 | -1.2 | 0.9 | -3.8 | -2.2 | -11.0
COc1ccc(-c2cnc3nc[nH]c(=O)c3n2)cc1
    0.6 | -53.6 | -0.1 | -0.1 | -0.2 | 0.8 | 0.9 | -0.1 | -1.0 | -5.0 | 1.1
CCCN1CCN(CCCNC(=O)c2ccc(CS(=O)c3ccc(OC)cc3)o2)CC1 (stereo unspecified)
    0.7 | 0.3 | 0.0 | 0.0 | -1.4 | 6.8 | 0.7 | -1.7 | -1.6 | 0.4 | 6.7
Cc1ccc(NC(=O)Nc2cccnc2)cc1
    4.5 | -0.5 | 0.7 | 2.4 | 1.1* | 0.1 | 0.7 | 2.6 | 4.6 | 3.0 | 6.5
COc1ccc(-c2csc(Cc3nnc4n3CCCCC4)n2)cc1OC
    -0.7 | -0.4 | 0.0 | 3.4 | -1.0 | -3.7 | -0.6 | 2.5 | -0.7 | 3.3 | 6.4
O=C(NCCCN1CCN(c2ccccc2F)CC1)Nc1ccc(F)cc1
    -0.3 | 0.7 | -1.0 | 0.1 | -1.4 | 2.8 | -0.2 | 2.1 | 0.1 | -1.1 | -3.2
Cc1ccc(NN=C2C(=O)OC(C)(C)OC2=O)c(C)c1
    11.5* | 0.9 | 2.3 | -2.9 | -0.6 | 2.8 | 0.4 | 3.3 | 0.8 | 3.2 | 14.6
O=C(NC1CCCCC1)n1c(=O)oc2ccccc21
    -1.5 | 0.1 | 0.9 | 3.0 | -0.4 | -1.3 | -0.1 | -1.2 | -0.4 | 8.0 | -6.0
O=C1OCC(O)=C1Cc1ccccc1
    0.4 | 0.0 | 1.2 | 4.8 | 0.4 | 0.2 | -0.9 | -0.8 | 2.2 | 4.2 | -2.9
O=c1[nH]n(-c2ncnc3c2cnn3-c2ccccc2)c(=O)c2ccccc12
    1.9 | -0.4 | 1.4 | 10.7 | -1.2 | 1.0 | -0.3 | 1.2 | 0.2 | -6.5 | -0.5
COc1cc(C(=O)N2CCN(c3cccc(C)c3C)CC2)ccc1OCC(=O)N1CCOCC1
    0.2 | 0.9 | 0.6 | 3.8 | -1.1 | -2.2 | -1.0 | 0.9 | -1.2 | 1.6 | 10.7
O=S(=O)(c1ccc(Br)c2nsnc12)N1CCOCC1
    0.3 | -2.4 | -0.4 | 1.1 | -1.0 | 5.5 | -0.3 | 0.6 | -0.9 | -1.2 | -0.8
Cc1nn(Cc2ccccc2)c(Cl)c1C(=O)OCc1nnc(-c2ccccc2)o1
    1.2 | 0.6 | -1.4 | 4.0 | -1.1 | -2.9 | 0.4 | -0.8 | -0.6 | 2.4 | -18.4

(listing goes on)
Order of values – hgDAF-12 ag | KLK7 zymogen act | DAX1 inh-1 | NPR1 activator | ssDAF-12 act | SMARCA2 activ | DAX1 inh-2 | FXN GAA850 act | hcDAF12 agonist | GC-B act | sPLA2-III inh
Cc1ccc(C)c(N2CCN(C(=O)c3cc4c(C)nc5ccccc5c4o3)CC2)c1
    -0.4 | -0.4 | -0.7 | 1.8 | -1.0 | -1.8 | -0.2 | -0.4 | -1.4 | 2.5 | -1.2
OC(COCc1ccc2c(c1)OCO2)CN1CCC(Cc2ccccc2)CC1 (stereo unspecified)
    1.8 | -0.3 | -0.5 | 0.5 | -1.8 | -2.4 | 0.1 | 1.2 | -1.8 | -4.6 | -2.6
Cc1ccc(C2C3=C(CC(C)(C)CC3=O)NC3=C2C(=O)CC(C)(C)C3)o1
    -0.4 | 1.9 | -0.7 | -3.3 | -1.1 | -1.9 | -0.6 | 1.1 | -2.2 | -6.1 | 3.2
Cc1ccccc1C(=O)NC(CC(C)C)C(=O)Nc1cccc(S(=O)(=O)N(C)C)c1 (stereo unspecified)
    2.7 | -0.2 | -1.7 | -1.1 | 0.1 | -3.1 | 0.7 | 0.2 | -1.3 | 4.0 | 3.1
O=C1OC(Nc2ncccn2)c2ccccc21 (stereo unspecified)
    2.0 | 0.4 | 0.1 | 3.2 | -0.8 | -1.6 | 0.5 | -1.9 | 0.7 | -0.8 | -2.8
COc1ccc(C2Nc3ccccc3C(=O)N2Cc2ccc(C)o2)cc1COc1c(C)cccc1C (stereo unspecified)
    0.5 | nt | nt | -5.3 | -1.9 | nt | nt | nt | 1.1 | -6.9 | 15.7
Cc1ccc(S(=O)(=O)N2CCN(C(=O)COC(=O)/C=C/c3ccc(C(F)(F)F)cc3)CC2)c(C)c1
    -2.3 | 0.0 | 0.2 | 3.6 | -1.4 | -2.4 | 1.4 | 0.4 | -0.7 | 3.6 | 2.1
COc1ccc(CC(=O)OCC(=O)NCc2ccco2)cc1OC
    -0.6 | 0.1 | 0.2 | -2.0 | -1.1 | 3.9 | 0.9 | 0.6 | 3.3 | 4.2 | 4.3
COC(=O)C1=Cc2cc(OC)cc([N+](=O)[O-])c2OC1N1CCOCC1 (stereo unspecified)
    -2.7 | 0.0 | 1.2 | -4.2 | -2.0 | -1.5 | -0.1 | 0.5 | -1.5 | -0.4 | 2.4
Cc1ccc(-c2nc(N)sc2-c2ccccc2)cc1C
    2.8 | -1.1 | -1.1 | -7.7 | -1.8 | -0.4 | -0.5 | 2.5 | -0.1 | -3.8 | -4.1
CC(C)(C)OC(=O)N1CCC[C@H]1c1nnc(SCc2ccccc2Cl)o1
    -2.9 | -0.2 | -0.2 | -5.1 | -1.3 | -1.0 | -0.3 | 1.8 | -0.3 | -5.5 | -0.7
CCCOC(=O)CSc1nc(N2CCOCC2)c2c(c1C#N)CC(C)(C)OC2
    -2.6 | 0.4 | 1.6 | 5.9 | -1.4 | -1.3 | 0.1 | 1.9 | -3.0 | 16.7 | 1.3
CCn1cc(/C=N\NC(=O)C2(C)CC2(Cl)Cl)c(C)n1 (stereo unspecified)
    -1.2 | 0.1 | -0.5 | 2.7 | -0.8 | -4.2 | 0.5 | 3.2 | -0.6 | 5.6 | 7.8
CCc1cc(C(=O)NNC(=O)CCl)sc1C
    -5.4 | 0.0 | -1.7 | 2.8 | -1.1 | -1.2 | -3.1 | 0.5 | -3.1 | 0.9 | 1.6
O=C(COC(=O)c1cccs1)Nc1ccccc1[N+](=O)[O-]
    2.6 | 0.1 | 0.6 | 2.8 | -0.3 | -2.3 | -0.7 | -0.9 | 1.0 | -2.3 | 0.5

New compounds follow
Order of values – hgDAF-12 ag | KLK7 zymogen act | DAX1 inh-1 | NPR1 activator | ssDAF-12 act | SMARCA2 activ | DAX1 inh-2 | FXN GAA850 act | hcDAF12 agonist | GC-B act | sPLA2-III inh
O=C(Nc1cccc(O)c1)C1CC(c2cccc(Br)c2)=NO1 (stereo unspecified)
    -0.2 | -0.1 | 1.3 | -0.5 | -1.5 | -3.2 | -0.1 | 0.4 | -2.2 | 3.2 | -13.5
CCc1nc2ccc(C(=O)Nc3ccc4c(c3)OCC(=O)N4)cn2c1N(C)C(=O)Cc1ccccc1
    3.2 | 0.7 | nt | 2.3 | -1.4 | -0.7 | 0.0 | 1.3 | -2.3 | 1.7 | -6.5
CCOc1ccccc1-n1c(SCC(=O)NC(C)(C)C)nnc1-c1ccoc1C
    -0.7 | -0.6 | -0.1 | -14.9 | -1.0 | -7.3 | -0.1 | -2.5 | -1.5 | -11.1 | 2.6
CC1=CC(=NNS(=O)(=O)c2ccc([N+](=O)[O-])cc2)CC(C)(C)C1
    -5.3 | 0.9 | 1.8 | 1.4 | -1.1 | -1.1 | -1.5 | -1.4 | -1.7 | 6.5 | -1.3
Cc1ccc(CNC(=O)CCS(=O)(=O)c2cc(Br)cc3c2N(C(=O)C2CC2)CC3)o1
    -1.2 | -0.2 | -0.6 | -12.5 | -1.1 | -1.4 | -0.1 | -0.7 | -1.1 | -5.0 | 7.5
Cc1nc(-c2ccccc2)cs1
    0.1 | -0.5 | 0.0 | -4.8 | -0.8 | -5.3 | 0.3 | 0.0 | -0.6 | -0.2 | 2.8
Nc1nc(Nc2cccc(F)c2)nc(NCc2ccco2)c1[N+](=O)[O-]
    -1.0 | 0.0 | -0.8 | 32.7 | -0.8 | -1.2 | -0.1 | 7.4 | 1.2 | -3.5 | -3.5
CN1CCN(C(CNC(=O)C(=O)NC2CCCCC2)c2ccc(F)cc2)CC1 (stereo unspecified)
    -1.5 | -0.5 | -0.6 | 0.5 | -0.3 | -1.0 | 1.8 | 0.7 | -1.6 | 3.1 | -10.3
COc1ccc(C(=O)N2CCC(O)(c3ccc(Cl)cc3)CC2)cc1OC
    0.2 | 0.3 | 2.5 | 1.1 | -1.6 | -4.7 | -0.3 | 3.9 | -0.2 | 2.0 | 1.8
CCOC(=O)C1=CN(Cc2cccc(F)c2)S(=O)(=O)N(C)C1CCc1ccccc1 (stereo unspecified)
    0.1 | -0.3 | -0.6 | 2.6 | -1.0 | -5.1 | -1.6 | -0.9 | -0.4 | -1.3 | -16.8
Cc1cccc(NC(=O)CNC(=O)[C@H]2O[C@@H](n3ccc(=O)[nH]c3=O)[C@H](O)[C@@H]2O)c1C
    -0.4 | -0.9 | nt | 2.0 | -0.4 | -3.1 | 0.6 | nt | -1.9 | -0.1 | 4.2
CS(=O)(=O)Nc1cccc(NC(=O)c2ccc(-c3ccc(F)c(F)c3)c3ccoc23)c1
    -4.0 | -0.5 | nt | -0.9 | -1.8 | -0.4 | -1.5 | -1.7 | -3.6 | -8.3 | -30.6
Cc1cccc(-n2c(=S)[nH]c3sc4c(c3c2=O)CCc2ccccc2-4)c1
    -1.9 | 0.0 | -0.7 | 7.1 | 0.2 | -0.1 | -0.3 | 2.1 | 3.7 | 3.1 | -1.1
C[C@H]1CN([C@@H](C)CO)C(=O)c2cccc(NS(=O)(=O)c3ccc(F)cc3)c2O[C@H]1CN(C)Cc1ccc(Cl)c(Cl)c1
    -0.2 | 0.5 | 1.6 | -4.3 | -1.0 | 0.3 | -0.7 | -4.2 | -1.4 | -5.4 | -28.1
COc1cccc(/C=C2\SC(=S)N(CCCC(=O)NC3=NCCS3)C2=O)c1
    1.6 | -0.1 | -0.6 | -1.3 | -0.9 | -3.3 | -0.3 | -7.8 | 1.1 | -0.7 | 1.6
CC(=O)Nc1ccc(NC(=O)CSc2nc3c([nH]c4ccccc43)c(=O)n2-c2ccccc2F)cc1
    0.1 | -0.3 | 0.6 | 0.3 | 0.0 | -1.2 | -0.3 | -0.9 | 2.1 | 2.9 | -7.2
